DNMT1 block: inhibitors of human DNMT1; hit rate 0.83% among 360,000; inhibition (reported as % activation of signal), % at 10 µM; DNMT1 molecular beacon, Hinp1I cleavage, fluorescence; P26358; in the data active = inhibition above about 50%
SUMO1 PPI mod: SUMO1-SIM interaction modulation; P63165; SUMO1 binding to a labelled peptide, TR-FRET, 1 h; inhibition, % at 20 µM; hit rate 0.33% among 360,000; in the data active = inhibition above about 37%
Target sequence (P63165 whole entry, looked up): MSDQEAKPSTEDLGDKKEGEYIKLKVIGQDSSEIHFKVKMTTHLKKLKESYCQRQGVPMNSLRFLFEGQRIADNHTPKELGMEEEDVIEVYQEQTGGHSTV
E coli Lon inh: E. coli protease La inhibition; P0A9M0; purified E. coli Lon protease, fluorescence polarization; inhibition, % at 7.94 µM; hit rate 0.42% among 360,000; AID 602123; in the data active = inhibition above about 13%, passing the limit was not always enough;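 also: 0% = enzyme with probe and DMSO and 100% = no enzyme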
MsrA inhibitor: inhibitors of bovine MsrA; hit rate 0.75% among 360,000; AID 651718; purified bovine MsrA, absorbance read-out; inhibition, % at 15.5 µM; in the data active = inhibition above about 4.5%;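 also: 0% = vehicle wells with enzyme and 100% = reference inhibitor wells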
STEP inh: blocks human striatal-enriched tyrosine phosphatase. P54829. recombinant STEP, OMFP fluorogenic substrate, fluorescence. inhibition, % at 20 µM. hit rate 0.25% among 360,000;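 active = inhibition at 20 µM, scaled per plate between control wells, above about 37%, limit read from the data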;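 also: 0% = DMSO with enzyme and substrate and 100% = substrate only without enzyme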
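material = STEP tyrosine phosphatase | reagent = fluorogenic phosphatase substrate OMFP at 25 µM final | doses = single compound dose of 20 µM, 1% DMSO final | schedule = 20 min reaction, room temperature, in the dark | measured by = fluorescence, 480/540 nm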
LMPTP inh: LMPTP (human) inhibition; inhibition, % at 20 µM; recombinant LMPTP-A, OMFP fluorogenic substrate, fluorescence intensity; P24666; hit rate 0.22% among 360,000;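 active = compounds that cut the enzyme signal by at least half of the control window in the single-dose screen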;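 also: plate controls were DMSO wells with enzyme plus substrate for no effect and substrate without enzyme for full effect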
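test system = LMPTP-A | amount = 0.625 nM LMPTP-A final | reagent = fluorogenic phosphatase substrate OMFP at 400 µM final | incubation = 50 min at room temperature | benchmarks = no-enzyme low control, uninhibited high control | medium = Bis-Tris pH 6.0, DTT, detergent | signal = fluorescence intensity of OMFP turnover product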
NRP1-CendR mod: NRP-1/CendR interaction modulation | O14786 | FAM-RPARPAR peptide binding to NRP-1, fluorescence polarization | inhibition, % at 25 µM | hit rate 0.85% among 360,000 | AID 602438;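 active = inhibition or corrected inhibition above about 18%, plus a signal ratio from 0.5 to 1.5, limit read from the data, passing the limit was not always enough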; also: strong numbers were not always called active
Target sequence (O14786 whole entry, looked up): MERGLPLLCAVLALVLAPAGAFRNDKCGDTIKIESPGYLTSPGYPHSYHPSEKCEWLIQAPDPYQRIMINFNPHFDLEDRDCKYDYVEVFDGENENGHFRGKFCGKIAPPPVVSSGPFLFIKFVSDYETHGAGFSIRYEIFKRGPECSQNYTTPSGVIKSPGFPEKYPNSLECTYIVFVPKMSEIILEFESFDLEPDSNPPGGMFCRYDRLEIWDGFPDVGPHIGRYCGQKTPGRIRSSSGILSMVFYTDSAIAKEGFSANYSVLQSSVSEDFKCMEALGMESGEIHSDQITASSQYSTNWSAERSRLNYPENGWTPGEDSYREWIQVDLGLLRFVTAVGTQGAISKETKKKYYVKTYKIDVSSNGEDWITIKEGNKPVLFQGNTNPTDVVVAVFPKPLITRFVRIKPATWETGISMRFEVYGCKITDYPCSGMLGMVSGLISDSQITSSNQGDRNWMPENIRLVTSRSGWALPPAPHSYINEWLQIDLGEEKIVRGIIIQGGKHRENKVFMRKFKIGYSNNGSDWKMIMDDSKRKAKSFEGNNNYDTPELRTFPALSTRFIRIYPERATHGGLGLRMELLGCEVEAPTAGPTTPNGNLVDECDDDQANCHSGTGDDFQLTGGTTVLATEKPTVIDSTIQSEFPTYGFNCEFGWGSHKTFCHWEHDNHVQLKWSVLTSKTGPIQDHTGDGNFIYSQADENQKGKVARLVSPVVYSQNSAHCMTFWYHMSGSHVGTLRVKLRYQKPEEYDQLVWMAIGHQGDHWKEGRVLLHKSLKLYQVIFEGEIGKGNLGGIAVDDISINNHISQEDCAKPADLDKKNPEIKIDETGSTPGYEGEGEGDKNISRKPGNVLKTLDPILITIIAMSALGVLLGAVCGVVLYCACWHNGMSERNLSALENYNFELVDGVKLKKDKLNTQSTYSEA
Scp1 inh: blocks human Scp-1 phosphatase activity | inhibition, % at 20 µM | hit rate 0.88% among 340,000 | Q9GZU7 | Recombinant Scp1, phosphopeptide, malachite green phosphate absorbance | AID 493091;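 active = inhibition above about 50% at 20 µM, limit read from the data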;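 also: plate controls were DMSO wells with enzyme for no effect and wells lacking enzyme for full effect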
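assay system = SCP-1 phosphatase catalytic domain, residues 76-261 | buffer or medium = 50 mM Tris acetate pH 5.5, 0.005% Tween-20, 10 mM MgCl2 | incubation = enzyme reaction 45 min at room temperature, colour 5 min, stabilisation 30 min | signal = Phosphate-binding colour reagent, absorbance read at 630 nm | measure = % inhibition at 20 µM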
MsrA act: bovine methionine sulfoxide reductase A activation. AID 602163. purified bovine MsrA, absorbance read-out. hit rate 0.3% among 360,000. activation, % at 10.6 µM; in the data active = activation above about 7.5%;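 also: 0% = vehicle and 100% = reference activator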
Tb MetRS inh: blocks T. brucei methionyl-tRNA synthetase activity | inhibition, % at 11.9 µM | hit rate 0.4% among 360,000 | purified T. brucei MetRS, ATP depletion, Kinase-Glo luminescence;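 active = inhibition above a per-plate cutoff of the control wells' mean inhibition plus 3 SD, cut at about 5.5% in these data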;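 also: 0% = DMSO wells median and 100% = median of wells with control inhibitor compound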
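Assay system: T. brucei methionyl-tRNA synthetase, purified | Medium: HEPES buffer with MgCl2, KCl, DTT, spermine, BSA, pyrophosphatase | Compound: 11.9 µM single point | Incubation: 15 min enzyme-compound preincubation, 2 h reaction, 10 min detection, 25 °C | Measured by: Kinase-Glo luciferase luminescence reporting remaining unconsumed ATP | Measure: % inhibition normalized to control-well medians | Replication: Singlicate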
Starred values were filed as active, the others as inactive; / = no result given.

no.	structure	DNMT1 block	SUMO1 PPI mod	E coli Lon inh	MsrA inhibitor	STEP inh
1	O=C1/C(=C\c2ccc(O)c(O)c2)C(c2ccccc2)=NN1c1ccccc1	5	21	3	3.1	2
2	CCN(CC)CCNC(=O)c1cn(CC)c2cc(N3CCN(C)CC3)c(F)cc2c1=O	-2	1	-5	-0.5	-1
3	Cc1ccc(NC(=O)NC2CCCc3ccccc32)cc1 (stereo unspecified)	5	-2	-3	0.1	2
4	O=C(N/N=C/c1ccccc1[N+](=O)[O-])c1ccncc1	-1	-25	-4	-0.8	-1
5	COc1ccc(Cl)cc1C(=O)Nc1ccccc1N1CCN(C(=O)C(C)C)CC1	-13	9	-7	0.0	3
6	O=C1c2ccccc2NC(c2ccccc2O)N1O (stereo unspecified)	-1	11	-9	0.9	5
7	CN(C)C(=S)SCCn1c(N)nc(N(C)C)nc1=O	1	8	0	-0.2	2
8	Cn1nnc2cc(NC(=O)Nc3cccc(Cl)c3)ccc21	4	-4	8	0.6	-5
9	Cc1c(C(=O)Nc2ccc3c(c2)OCO3)oc2ccccc12	-2	-1	-7	1.1	0
10	CN1C[C@@H]2[C@@H]3C(=O)N(C)C(=O)[C@@H]3[C@](C)(C1=O)N2C(=O)c1ccc(F)cc1	8	8	-1	-1.8	-2

no.	LMPTP inh	NRP1-CendR mod	Scp1 inh	MsrA act	Tb MetRS inh
1	5.1	0	10	3	0.8
2	-3.5	-2	0	-9	-1.7
3	-0.2	7	-5	-1	-0.3
4	-0.9	0	-8	-1	-0.7
5	2.6	-5	3	-3	-0.8
6	-0.3	-2	-7	-2	-0.9
7	0.0	-10	-3	-2	-0.4
8	-0.9	-12	-10	-2	0.2
9	1.4	1	-14	-14	-1.1
10	-1.7	1	-4	-2	-0.2

Continued.
no.	structure	DNMT1 block	SUMO1 PPI mod	E coli Lon inh	MsrA inhibitor	STEP inh
11	COc1cccc(NC(=O)N2CCCC2C(=O)NCc2ccccc2)c1 (stereo unspecified)	7	-1	1	-0.2	0
12	CCC(C(=O)Nc1ccc(S(=O)(=O)Nc2ncccn2)cc1)c1ccccc1 (stereo unspecified)	1	2	9	0.3	2
13	Cc1c(Br)c(=O)oc2c(Br)c(O)ccc12	3	-1	-18	-0.8	-3
14	C=CCN(c1ccccc1)S(=O)(=O)c1ccc2[nH]cc(C(=O)NCCOC)c(=O)c2c1	1	-5	-4	-0.9	0
15	Cc1ccc(OCC(=O)OCC(=O)NC2CCCCCC2)cc1C	10	4	-3	0.4	2
16	Cc1cc(=O)[nH]c(N/N=C/c2cc(C)n(-c3ccccc3)c2C)n1	-2	0	6	2.1	2
17	O=C(NC1CCCCC1)C(c1ccccc1F)n1c(=O)c(-c2cc3ccccc3[nH]2)nc2ccccc21 (stereo unspecified)	/	2	/	0.4	/
18	CCC(=O)Oc1ccc(C(=O)Nc2ccc3c(c2)OCO3)cc1	-2	-2	-2	0.5	-1
19	COc1ccccc1NC(=O)CCCN1C(=O)C(c2ccccc2)Oc2cccnc21 (stereo unspecified)	-1	5	-4	-0.8	-1
20	COc1ccc(NC(=S)Nc2ccc3nsnc3c2)cc1	64*	58*	-4	-0.9	6

no.	LMPTP inh	NRP1-CendR mod	Scp1 inh	MsrA act	Tb MetRS inh
11	-2.6	1	5	-9	-0.7
12	-1.5	-4	-6	1	-0.3
13	-3.6	-11	1	-2	-0.6
14	-0.6	9	-4	-2	-0.1
15	2.1	-5	/	-9	-0.5
16	5.7	-10	9	-11	-1.3
17	4.2	7	/	/	-0.3
18	-1.0	-5	-5	-2	-1.3
19	0.6	-2	-9	-1	0.0
20	10	6	14	1	3.6

The list continues:
no.	structure	DNMT1 block	SUMO1 PPI mod	E coli Lon inh	MsrA inhibitor	STEP inh
21	Cc1ccc(NC(=S)Nc2cccc(S(=O)(=O)Nc3c(C)n(C)n(-c4ccccc4)c3=O)c2)cc1	0	2	-1	-0.5	1
22	Cc1cc([N+](=O)[O-])nn1CC(=O)N1CCOCC1	-1	-3	3	0.6	0
23	Cc1ccn(C(CC(=O)c2ccc(Br)cc2)C(=O)O)n1 (stereo unspecified)	-4	0	5	0.6	-1
24	CCC1(C)NC(=O)N(CC(=O)NCC(=O)Nc2c(C)cc(C)cc2C)C1=O (stereo unspecified)	-1	-1	-8	0.0	-4
25	Cc1ccc(S(=O)(=O)Nc2ccc3c4c(cccc24)CC3)c(C)c1	-7	-3	3	0.2	2
26	Cc1cccc(OCCC(=O)OCC(=O)N2CCc3ccccc32)c1	-5	1	-4	0.4	3
27	Cc1ccc(Oc2ncnc3sccc23)cc1	2	4	10	-0.2	1
28	O=C(Nc1ccc2c(c1)nc1n2CCCCC1)c1cc(S(=O)(=O)N2CCOCC2)ccc1Cl	0	0	4	0.0	3
29	COc1ccccc1N1C(N)=NC(N)=NC12CCCCC2	2	-3	-1	-0.8	1
30	CCN(CC)S(=O)(=O)c1ccc(OC)c(NC(=O)CCc2c(C)noc2C)c1	-1	-1	-3	0.7	0

no.	LMPTP inh	NRP1-CendR mod	Scp1 inh	MsrA act	Tb MetRS inh
21	-0.6	0	-4	-4	0.2
22	-0.5	6	3	-1	-0.7
23	-1.2	14	-3	-3	-1.2
24	-1.0	11	1	-7	-0.7
25	2.2	-10	-14	0	-0.9
26	2.4	2	-13	-5	-0.9
27	-0.2	10	-2	-5	0.5
28	-2.5	14	1	-2	-0.3
29	-1.7	0	-3	0	0.1
30	-1.6	-4	-6	-5	0.2

Next part:
no.	structure	DNMT1 block	SUMO1 PPI mod	E coli Lon inh	MsrA inhibitor	STEP inh
31	CCOC(=O)c1ccc(NC(=O)c2ccnn2C)cc1	7	-1	20	-1.4	-3
32	CC1=C(C(=O)OCc2ccc3c(c2)OCO3)C(c2ccc(Cl)cc2)NC(=O)N1 (stereo unspecified)	-4	-1	-8	2.7	-2
33	CCCNC(=O)c1onc(CSc2ccccc2)c1C(=O)NCCC	5	2	-4	0.9	-2
34	CC1(C(=O)NC2CCCC2)CCC(=O)N1Cc1ccc2c(c1)OCO2 (stereo unspecified)	0	0	3	3.4	-3
35	Brc1ccccc1OCCOCCOc1cccc2cccnc12	-3	-7	1	0.9	-1
36	CCOc1ccc(S(=O)(=O)Nc2ccc(C(=O)NCC(c3ccco3)N3CCCCC3)cc2)cc1 (stereo unspecified)	-1	-4	-4	0.4	2
37	O=C(Cn1c(=O)oc2ccccc21)N1CCN(c2ccc(N3CCOCC3)nn2)CC1	0	-7	-4	0.0	-2
38	O=C(CNC(=O)c1ccco1)NNC(=O)c1ccc(Br)cc1	5	-1	-9	-0.5	0
39	Cc1cc(Cl)ccc1C(=O)C1CCCN(C(=O)c2ccoc2)C1 (stereo unspecified)	-1	0	4	1.1	5
40	CCNC(=O)C(=O)N1CCC2(CC1)OCCN2S(=O)(=O)c1ccc(C)cc1	1	-3	4	0.3	-1

no.	LMPTP inh	NRP1-CendR mod	Scp1 inh	MsrA act	Tb MetRS inh
31	0.4	-6	3	-8	-0.8
32	1.6	10	0	-1	0.9
33	0.3	-9	-14	-2	0.5
34	-0.4	3	-2	-5	-0.6
35	0.7	-5	-8	-6	-1.4
36	-1.5	1	6	1	0.3
37	-1.3	-7	-9	-1	0.2
38	0.3	-11	-4	0	0.0
39	-0.5	10	-9	-4	-0.2
40	-0.7	4	1	-8	-0.7

(listing goes on)
no.	structure	DNMT1 block	SUMO1 PPI mod	E coli Lon inh	MsrA inhibitor	STEP inh
41	Cc1ccc(-c2nc(CN3CCN(C(=O)C4CCCO4)CC3)cs2)cc1 (stereo unspecified)	-2	-1	-3	0.1	0
42	COc1cccc(NC(=O)CN(C)C(=O)c2cc(S(=O)(=O)Nc3ccccc3OC)ccc2C)c1	1	2	-9	-0.5	-3
43	O=C(OCc1cccc(Cl)c1)c1cc([N+](=O)[O-])ccc1N1CCOCC1	1	-28	-11	1.3	-1
44	CCn1cc(C(=O)Nc2ccc(Cl)cc2Cl)cn1	4	-11	4	-1.3	-3
45	CCOC(=O)C1CCN(C(=O)Cn2cnc3sc(C)c(S(=O)(=O)N4CCCCC4)c3c2=O)CC1	2	2	11	0.8	-2
46	Cc1[nH]n(-c2ccc(Cl)cc2)c(=O)c1C=NC12CN3CN(CN(C3)C1)C2	0	1	8	-0.6	-2
47	c1ccc(CNc2ncnc3c2cnn3-c2ccccc2)cc1	-5	1	-12	1.6	-1
48	CC(C)Sc1nc2ccccc2n1CC(=O)O	-2	-2	-2	-0.7	5
49	C=C(C)COc1ccc2c(C)c(C)c(=O)oc2c1OCC(=C)C	-1	6	1	-0.5	2
50	Cc1ccnc(NC(=O)CCC(=O)N(CC(=O)NC2CCCCC2)C2CCCC2)c1	2	-1	1	-0.2	-2
51	Nc1nc(CSc2nc3ccccc3s2)nc(N2CCCCC2)n1	-7	-1	-3	0.3	-1
52	CCOc1ccc(N2C(=O)CC(NCCNc3ccc([N+](=O)[O-])cn3)C2=O)cc1 (stereo unspecified)	0	-7	-2	2.5	1
53	Cc1ccc2[nH]c(CNC(=O)c3ccc(F)cc3)cc2c1	3	1	-9	2.2	2

no.	LMPTP inh	NRP1-CendR mod	Scp1 inh	MsrA act	Tb MetRS inh
41	-0.1	4	-8	0	-0.4
42	-1.0	9	-7	-5	0.3
43	3.1	-6	-11	-2	-0.4
44	-0.5	-3	-3	-10	0.3
45	-0.8	-1	-7	-8	-0.9
46	-1.1	0	-3	-2	-0.9
47	0.3	9	-2	-11	-1.0
48	-0.5	-10	-4	-6	-0.6
49	3.3	4	-10	2	-0.3
50	-1.9	-5	-5	1	0.4
51	1.4	5	-7	-1	-0.5
52	-2.9	-3	-10	-4	-0.2
53	0.6	12	-4	-1	2.3

In a second layout: results already given.
Second line of a record – DNMT1 block	SUMO1 PPI mod	E coli Lon inh	MsrA inhibitor	STEP inh	LMPTP inh	NRP1-CendR mod	Scp1 inh	MsrA act	Tb MetRS inh
(45) CCOC(=O)C1CCN(C(=O)Cn2cnc3sc(C)c(S(=O)(=O)N4CCCCC4)c3c2=O)CC1
  2	2	11	0.8	-2	-0.8	-1	-7	-8	-0.9
(46) Cc1[nH]n(-c2ccc(Cl)cc2)c(=O)c1C=NC12CN3CN(CN(C3)C1)C2
  0	1	8	-0.6	-2	-1.1	0	-3	-2	-0.9
(47) c1ccc(CNc2ncnc3c2cnn3-c2ccccc2)cc1
  -5	1	-12	1.6	-1	0.3	9	-2	-11	-1.0
(48) CC(C)Sc1nc2ccccc2n1CC(=O)O
  -2	-2	-2	-0.7	5	-0.5	-10	-4	-6	-0.6
(49) C=C(C)COc1ccc2c(C)c(C)c(=O)oc2c1OCC(=C)C
  -1	6	1	-0.5	2	3.3	4	-10	2	-0.3
(50) Cc1ccnc(NC(=O)CCC(=O)N(CC(=O)NC2CCCCC2)C2CCCC2)c1
  2	-1	1	-0.2	-2	-1.9	-5	-5	1	0.4
